Screening data (PubChem BioAssay)
GALK inhibitor = galactokinase (human) inhibition. P51570. Purified GALK, Kinase-Glo residual ATP luminescence. Potency, µM (highest dose often 57.5 µM), for the others: top-dose activity change, negative = inhibition, hits mostly inhibitors. hit rate 0.007% among 270,000. AID 1868; further: potency means the concentration at half of the fitted maximal effect
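Human GALK (5 nM) with 35 uM ATP and 100 uM galactose in 20 mM HEPES pH 8.0, 5 mM MgCl2, 60 mM NaCl, 1 mM DTT, 0.01% BSA. After 1 h at room temperature, leftover ATP was read by Kinase-Glo Plus luminescence.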
PKM2 act = activators of human pyruvate kinase M2. P14618. purified PKM2, Kinase-Glo ATP luminescence, activation; response scale: 0% is enzyme alone, no compound. Potency, µM (highest dose often 57.5 µM), inactives show at the top dose activation, actives largely listed as activators. hit rate 0.34% among 260,000; further: potency means the concentration at half of the fitted maximal effect; nearly all actives have a fitted effect of over 55% in size
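Kinase-Glo luminescence reports ATP generated from ADP (0.1 mM) and PEP (0.5 mM) by purified hPK-M2 after 1 h at room temperature, pH 7.2 imidazole buffer; intermediate enzyme activity allows detecting inhibitors and activators.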
uPA surface inh = inhibitors of cell surface uPA generation | cell surface uPA generation assay, qHTS | Potency, µM (top dose mostly 38.3 µM), without a hit: at the top dose activity change, negative = inhibition, hits mostly inhibitors | hit rate 0.31% among 330,000 | AID 540303; active means well fitted inhibition curve with a large enough effect; inconclusive means small, poorly fitted or top-dose-only effect; inactive means no such curve, though single readings can be large or run the other way; tested in mouse RAW 264.7 cells; further: potency means the concentration at half of the fitted maximal effect; nearly all actives have a fitted effect of over 55% in size
Giardia killer = Giardia lamblia killing | Giardia lamblia trophozoite viability | activity change, % at 7.66 µM, hits read low | hit rate 0.15% among 340,000; in the data active means activity change below about -80%; inconclusive means between about -30% and that limit;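 further: parasites exposed to compound for two days anaerobically before the ATP read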
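Luminescence from cellular ATP indicates surviving trophozoites (100 cells/well) following 48 hrs anaerobic compound treatment at 37 deg C; signal develops 15-30 min at room temperature.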
USP2a inh = inhibitors of human ubiquitin-specific protease USP2a; O75604; USP2 core, Ub-CHOP2 coupled fluorogenic reporter, 485/531; Potency, µM (highest dose often 38.3 µM), for the others: at the top dose activity change, negative = inhibition, usual class: inhibitors; hit rate 0.01% among 330,000;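 further: potency means the concentration at half of the fitted maximal effect; plate controls were DMSO wells for no effect and full inhibition by NEM control for full effect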
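USP2 core (10nM final) preincubated 30min RT with compound in 20mM Tris-HCl pH 8.0, 2mM CaCl2, 2mM beta-mercaptoethanol, 0.05% CHAPS; 25nM Ub-CHOP2 plus 25nM reporter substrate added, fluorescence (Ex485/Em531) read after 60min.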
KCNH2 WT inh = blocks the wildtype human KCNH2 potassium channel. activity change, % at 1.84 µM. U2OS, BacMam KCNH2, thallium flux FluxOr; hits give low values. Q12809. hit rate 0.37% among 340,000;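 active means maximum activity change below -70%; inconclusive means maximum activity change between -70% and -50%; inactive means maximum activity change above -50%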
Target sequence (Q12809 whole entry, looked up): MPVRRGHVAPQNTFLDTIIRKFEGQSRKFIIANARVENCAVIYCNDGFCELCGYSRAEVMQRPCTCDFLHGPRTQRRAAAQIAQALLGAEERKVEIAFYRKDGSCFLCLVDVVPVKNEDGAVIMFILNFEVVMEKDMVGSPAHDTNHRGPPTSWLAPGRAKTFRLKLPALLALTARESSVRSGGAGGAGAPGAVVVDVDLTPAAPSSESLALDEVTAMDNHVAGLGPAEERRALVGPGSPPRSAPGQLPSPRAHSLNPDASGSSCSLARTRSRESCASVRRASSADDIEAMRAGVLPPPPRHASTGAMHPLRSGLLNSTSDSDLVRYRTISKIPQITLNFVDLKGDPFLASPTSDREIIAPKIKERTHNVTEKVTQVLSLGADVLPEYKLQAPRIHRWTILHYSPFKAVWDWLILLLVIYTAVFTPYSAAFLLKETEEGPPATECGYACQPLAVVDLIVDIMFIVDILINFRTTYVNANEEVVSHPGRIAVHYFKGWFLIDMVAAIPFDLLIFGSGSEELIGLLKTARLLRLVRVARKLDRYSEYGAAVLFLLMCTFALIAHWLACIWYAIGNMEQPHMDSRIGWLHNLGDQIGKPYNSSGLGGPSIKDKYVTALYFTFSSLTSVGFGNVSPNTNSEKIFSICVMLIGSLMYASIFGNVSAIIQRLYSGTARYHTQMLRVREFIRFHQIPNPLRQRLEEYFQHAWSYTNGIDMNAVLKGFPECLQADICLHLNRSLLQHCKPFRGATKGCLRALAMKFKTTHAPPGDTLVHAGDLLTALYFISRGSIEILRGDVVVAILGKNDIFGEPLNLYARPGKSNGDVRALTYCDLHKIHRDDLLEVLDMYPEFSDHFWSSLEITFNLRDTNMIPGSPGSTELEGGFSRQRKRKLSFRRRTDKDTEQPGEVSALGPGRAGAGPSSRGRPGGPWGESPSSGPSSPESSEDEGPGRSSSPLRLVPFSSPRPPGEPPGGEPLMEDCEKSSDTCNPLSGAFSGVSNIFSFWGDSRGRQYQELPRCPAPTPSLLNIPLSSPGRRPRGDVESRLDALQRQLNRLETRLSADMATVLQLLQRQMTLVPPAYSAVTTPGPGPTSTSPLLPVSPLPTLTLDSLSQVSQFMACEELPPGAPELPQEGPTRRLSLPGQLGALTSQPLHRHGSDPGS
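U2OS cells transduced with wild-type KCNH2 virus are loaded with FluxOr dye for 45 min, and thallium flux is measured in kinetic reads before and after stimulation buffer. Rate constants are normalized to DMSO controls.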
B2AR arrestin = recruits beta-arrestin to the human beta2-adrenergic receptor | beta-arrestin recruitment to beta2AR, cell-based reporter | Potency, µM (highest dose often 46.1 µM), for inactives: at the highest dose activation, actives largely listed as activators | hit rate 0.02% among 330,000;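 further: potency means the concentration at half of the fitted maximal effect; 0% = DMSO controls and full agonism = EC100 isoproterenol or metaproterenol; nearly all actives have a fitted effect of over 65% in size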
Coupling enz = coupling enzyme interference in Giardia aldolase counter-screen; coupling enzyme system counterscreen, AmpLite Red fluorescence; activity change, negative = inhibition, % at 58.2 µM, hits read low; hit rate 0.67% among 290,000; in the data active means activity change below about -30%
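First, compound is pin-transferred into glyceraldehyde-3-phosphate coupling-enzyme reagent at 57.5 uM final and held 10 min at RT. Next, substrate, coupling system and AmpLite Red are added. After 20 min RT, fluorescence (525/598 nm) is read.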
KCNH2 3.1 block = blocks the human KCNH2 3.1 channel isoform; U2OS KCNH2 3.1, thallium flux FluxOr; hits give low values; activity change, % (tested at about 1.8 µM); hit rate 0.95% among 340,000; AID 720553;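 active means maximum activity change below -70%; inconclusive means maximum activity change from -70% to -50%; inactive means maximum activity change above -50%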;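 further: thallium influx rate constant from kinetic fluorescence after stimulation buffer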
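Kinetic fluorescence (2 min after stimulation buffer) measures Tl+ influx through KCNH2 3.1 expressed by viral transduction in U2OS cells; the rate constant is normalized against DMSO controls serving as positive and negative references.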
Eya2 inh = blocks the phosphatase activity of human Eya2; Potency, µM (titrated, usually from 76.9 µM), for the others: at the top dose activity, negative = inhibition, most hits filed as inhibitors; O00167; hit rate 0.006% among 330,000; AID 488837; recombinant Eya2, OMFP fluorescence dephosphorylation (OMFP is methylfluorescein phosphate); further: potency means the concentration at half of the fitted maximal effect
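Eya2 (0.2 uM) preincubated 10 min at ambient with compound, then OMFP substrate added at 50 uM; 10 min reaction in 50 mM HEPES pH 7.5, 50 mM NaCl, 5 uM MgCl2, 0.05% BSA, 1 mM DTT. Fluorescence read at Ex 485/Em 525 nm.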
BCR signal inh = blocks chronic active B-cell receptor signaling | ABC-DLBCL IkBa-CBG/CBR reporter, luminescence ratio, 4 h | hit rate 0.05% among 340,000 | AID 493014 | Potency, µM (series often up to 46.1 µM), inactives show at the top dose ratio change, negative = lower green/red ratio, hits mostly inhibitors; active means well fitted inhibition curve with a large enough effect in the signal ratio, with a control signal flat, not every such curve was filed as active; inconclusive means small, poorly fitted or top-dose-only effect, or effect the other way, or a change in a side signal; the % refers to the signal ratio;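 further: potency means the concentration at half of the fitted maximal effect; plate controls were basal doxycycline-induced cells for no effect and cells given 10 µM MG132 for full effect; MG132 reads +100%, hits lower the ratio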
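TMD8 ABC-DLBCL cells carrying doxycycline-inducible green luciferase fused to IkappaBalpha plus unfused red luciferase were exposed to compounds (up to 46 uM) for 4 hrs at 37C. Activity came from the overlap-corrected green/red luminescence ratio.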
Starred values were filed as active, the others as inactive; ? = inconclusive; / = not tested or not shown; [ ] = remark or other dose. Unless noted, the call rests on the fitted dose curve; in most records, active means well fitted curve in the direction sought with a large enough effect; inconclusive means small, poorly fitted or top-dose-only effect, or another doubt; inactive means no such curve, though single readings can be large; an effect the other way counts as inactive or inconclusive. Unless noted, on the % scale 0 is the no-effect control and ±100 the full control effect.

nr	canonical_smiles	uPA surface inh	PKM2 act	Giardia killer	B2AR arrestin	BCR signal inh	GALK inhibitor	Coupling enz	USP2a inh	Eya2 inh	KCNH2 3.1 block	KCNH2 WT inh
1	Cc1ccccc1CNc1nnnn1C	-2.5%	0.9%	4.0	-0.2%	-0.6%	11.1%	1.4	-2.4%	5.3%	11.8	-6.0
2	Cc1ccc(NCC(=O)N/N=C/c2cccc(Oc3ccccc3)c2)cc1	4.2%	0.9%	0.1	-0.8%	2.6%	-2.8%	-1.8	0.4%	-21.0%	-8.4	5.8
3	Nc1nncn1C(=O)CCCOc1ccc(Cl)cc1Cl	/	5.9%	2.5	0.4%	1.2%	5.1%	2.8	-0.4%	-7.0%	1.2	-10.2
4	CN(C)CCOc1ccccc1-c1ccccc1	1.3%	4.3%	-8.5	-0.2%	?	-2.0%	1.8	-0.4%	-12.9%	1.0	3.7
5	O=C(COc1ccc(Br)cc1Br)NC(=O)NC1CCCC1	8.9%	-9.3%	-1.7	0.2%	0.0%	-1.4%	0.3	-1.1%	16.6%	2.6	3.7
6	O=C(Cn1c(=O)[nH]c2ccccc2c1=O)N1CCN(c2cccc(Cl)c2)CC1	-3.6%	-0.1%	-1.8	0.1%	-0.4%	8.8%	2.4	2.2%	-9.6%	12.8	1.5
7	O=C(CCN1C(=O)C2C3C=CC(C3)C2C1=O)Nc1ccccc1F (configuration not stated)	0.7%	-6.6%	-1.4	-1.7%	1.2%	-2.6%	3.0	-0.2%	9.6%	/	-8.2
8	Cc1cc(Nc2nc(Cl)c(Cl)cc2Cl)n(-c2ccccc2)n1	?	-1.7%	3.6	-0.3%	?	1.0%	-7.3	1.4%	-2.1%	-1.2	0.6
9	COc1cccc(-n2nnc3c(=O)n(Cc4ccccc4F)cnc32)c1	/	-3.1%	10.3	0.2%	?	-0.7%	4.9	1.8%	-2.8%	18.0	-23.3
10	COC(=O)C1CCN(C(=O)COC(=O)c2cccc(NS(=O)(=O)c3ccccc3)c2)CC1	-1.3%	/	0.8	-3.9%	2.1%	/	/	0.0%	8.8%	9.6	-1.3
11	CN(Cc1ccccc1)C(=O)c1ccc2c(c1)S(=O)(=O)N=C1CCCCCN12	-3.8%	/	-1.1	-0.9%	0.7%	/	/	0.9%	11.0%	-17.6	-1.7
12	O=C(O)CCC(=O)OCc1c(-c2ccccc2)ncc2ccccc12	-6.5%	/	11.3	0.0%	-18.8%	/	/	1.3%	-21.9%	11.4	-7.8
13	COc1ccc(-c2ccc3c(c2)c(-c2cccs2)c(-c2cc(OC)cc(OC)c2)n3C)cc1	10.1%	/	-19.5	-0.1%	6.8%	/	/	0.1%	-20.0%	5.7	-23.3
14	Cc1cc(N)n(-c2ccc(S(=O)(=O)N3CCCC3)cc2[N+](=O)[O-])n1	-1.6%	-1.9%	9.5	-0.1%	4.2%	-3.7%	2.0	8.7%	-18.0%	-8.0	-3.6
15	CCN(CC)S(=O)(=O)c1ccc2c(c1)c(=O)c(C(=O)NCCc1ccccc1)cn2C	-1.6%	/	21.9	-0.4%	2.8%	-2.9%	1.7	1.5%	3.0%	-6.1	-2.8
16	C[C@@H]1CC[C@]2(O[C@@H](CCO)C[C@H](O)[C@H]2O)O1	5.1%	0.2%	27.3	0.1%	-0.5%	/	5.2	0.5%	8.1%	14.9	1.4
17	CN(C)N1C(N)=C(C#N)C(c2ccc(Br)cc2)C2=C1CCCC2=O (configuration not stated)	-4.7%	/	-17.2	0.3%	-0.4%	0.6%	-1.4	0.3%	15.0%	10.8	-0.9
18	c1ccc(-c2nnc(-c3ccccc3)nn2)cc1	-0.4%	-10.2%	-12.4	-0.2%	?	9.6%	-0.4	2.9%	1.4%	-6.4	-4.1
19	CCOc1ccccc1NC(=O)Nc1cc(S(=O)(=O)N(C)C)ccc1C	-0.2%	8.3%	-18.4	0.0%	?	-0.1%	-1.8	2.0%	-3.1%	0.3	3.3
20	Cc1nn(-c2ccc(Cl)c(Cl)c2)c(=O)c2ccccc12	-3.1%	-12.7%	24.4	-0.5%	-7.4%	-0.8%	/	-0.5%	10.8%	-0.3	3.4
21	O=C(CSc1nnc(Cn2nnc3ccccc32)o1)N(Cc1ccc(F)cc1)c1ccccc1	-7.1%	2.3%	1.7	-0.3%	?	-1.9%	-1.1	-1.7%	1.2%	-10.9	0.8
22	Cc1nc2cc(N)ccc2n1-c1ccccc1	-0.6%	-11.5%	-6.4	3.5%	0.2%	-1.8%	-0.8	8.4%	5.9%	-1.6	2.3
23	Cc1ccc(-c2nc(C(F)(F)F)cc(=O)[nH]2)cc1	?	-0.3%	-5.5	-0.4%	12.5%	/	0.8	3.7%	3.8%	-1.1	1.1
24	CN(C)c1ncnc2c1NC1=C(S2)C(=NCCCC(=O)O)CC(C)(C)C1	-0.3%	-1.7%	-14.8	-1.0%	-1.0%	-1.2%	-27.7	-4.8%	15.8%	-9.5	-26.1
25	Cc1cc(=O)[nH]c(N/N=C/c2c(C)nn(-c3ccc(F)cc3)c2Cl)n1	1.0%	-4.8%	18.5	0.2%	1.7%	6.4%	0.4	0.3%	7.5%	12.1	-1.3
26	CC(=O)NCCCNc1ccc([N+](=O)[O-])cc1	-0.8%	-13.8%	-25.6	-0.3%	0.5%	-0.2%	-1.0	1.7%	3.0%	13.1	22.7
27	COc1ccc(C(=O)O/N=C2\CCCc3nonc32)cc1	1.4%	-1.8%	8.6	-0.4%	0.9%	2.8%	-2.7	2.2%	-4.1%	23.3	2.9
28	COc1ccc(C)cc1NC(=O)C1CCCN1C(=O)OCc1ccccc1 (configuration not stated)	11.6%	-4.0%	-8.4	0.2%	2.9%	3.0%	-0.3	2.8%	-27.2%	-0.5	6.2
29	N#Cc1ccc(CN2CCN(C(=O)C3CC(=O)N(c4ccccc4F)C3)CC2)cc1 (configuration not stated)	-4.1%	/	-2.3	-1.2%	1.1%	/	/	3.7%	-1.1%	-20.9	17.2
30	O=C(c1ccc2c3c(cccc13)CC2)C1CCCN(Cc2ccccn2)C1 (configuration not stated)	0.8%	-2.2%	3.6	0.0%	-0.4%	6.7%	0.2	2.1%	-3.8%	1.4	6.5
31	CCCCNC(=O)c1ccccc1NC(=O)CCSc1ccccc1	8.7%	-1.1%	13.4	-0.4%	?	0.7%	-4.8	-0.8%	-22.4%	-5.3	19.1
32	COc1ccccc1CNC(=O)C1CCCN(S(=O)(=O)c2cccc3nonc23)C1 (configuration not stated)	-10.2%	/	17.8	0.4%	?	0.5%	3.1	0.3%	4.6%	-2.5	4.3
33	COc1cc2c(cc1OC)CN(C(=O)CCNC(=O)c1ccccc1Cl)CC2	2.0%	/	39.0[activator]	0.3%	0.9%	/	/	-1.8%	-10.9%	-3.6	-0.9
34	CCOC(=O)C1=C(C)S/C(=C\N(C)C)C1=O	1.2%	1.7%	-13.4	-0.3%	-0.2%	0.4%	1.5	-3.9%	13.3%[15.4 µM]	5.8	8.5
35	CCOc1ccc(N2C(=O)CC(NNc3nc4ccccc4s3)C2=O)cc1 (configuration not stated)	-0.4%	1.0%	-14.2	-0.6%	-3.3%	-0.5%	2.2	0.1%	-4.3%	0.6	1.1
36	CCOc1cc(/C=C/C(=O)N(CC)CC(=O)NCc2cccs2)cc(Cl)c1OC	-4.3%	/	-2.6	-0.6%	3.2%	/	/	4.3%	-23.6%	-24.5	-8.7
37	CCOC(=O)c1sc(=NC(=O)COc2ccccc2)n(C)c1C	0.4%	2.7%	-6.4	-0.1%	5.4%	7.8%	-0.4	-0.4%	-2.5%	9.1	-13.8
38	CCN(CC)CCn1c2c(c(SCC(=O)Nc3ccc4c(c3)OCCO4)nc1=O)CCCC2	-0.4%	/	-3.8	0.2%	?	/	/	2.2%	-8.1%	-13.7	10.5
39	CCOC(=O)C1CCCN(C(=O)c2ccc(NS(=O)(=O)c3ccc4[nH]c(=O)[nH]c4c3)cc2)C1 (configuration not stated)	3.2%	/	?	0.3%	-3.9%	/	/	1.5%	22.3%	25.7	3.6
40	Cc1nn(CC(=O)Nc2ccc3c(c2)OCO3)c(C)c1Cl	-6.0%	/	1.8	-0.3%	0.6%	-1.9%	/	4.0%	2.8%	-11.5	4.3
41	Cc1ccc(CCNC(=O)C2CCC(=O)N(Cc3ccccc3F)C2)o1 (configuration not stated)	0.6%	25.8%	-1.0	-0.6%	4.6%	-4.6%	/	0.1%	-10.6%	/	-7.6
42	O=C(NCCCl)C1Cc2c(ccc3ccccc23)O1 (configuration not stated)	/	-3.5%	-8.0	0.3%	?	0.4%	1.4	3.0%	12.4%	-15.0	-19.0

Hits appear at their usual frequency; overall some 2.4% were active at least once.
